Bioassay records deposited in PubChem BioAssay by several laboratories.
PMI activator – phosphomannose isomerase (human) activation; activation factor at 20 µM; P34949; AID 1214; hit rate 0.005% among 190,000; purified human PMI, coupled resazurin fluorescence, 20 min; hits give high values; 1 = vehicle control, 0 substrate-free wells;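 active = activation factor of 2 or more at 20 µM, relative to plate controls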
Target sequence (P34949 whole entry, looked up): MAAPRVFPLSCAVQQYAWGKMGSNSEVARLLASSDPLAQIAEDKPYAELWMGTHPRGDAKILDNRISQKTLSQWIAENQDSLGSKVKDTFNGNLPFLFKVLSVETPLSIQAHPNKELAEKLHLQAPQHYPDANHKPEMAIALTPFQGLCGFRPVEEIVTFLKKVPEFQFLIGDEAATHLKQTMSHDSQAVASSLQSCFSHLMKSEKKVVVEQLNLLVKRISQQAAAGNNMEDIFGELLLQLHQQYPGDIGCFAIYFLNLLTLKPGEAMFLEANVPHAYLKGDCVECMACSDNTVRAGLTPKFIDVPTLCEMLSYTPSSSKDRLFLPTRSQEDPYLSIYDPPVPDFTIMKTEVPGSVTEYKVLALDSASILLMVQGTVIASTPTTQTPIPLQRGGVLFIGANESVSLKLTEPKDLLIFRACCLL
PMI act hi M6P – activators of human phosphomannose isomerase at near-saturating mannose 6-phosphate | P34949 | coupled PMI enzyme assay, resazurin fluorescence, 20 min; hits give high values; 1 = untreated enzyme, 0 = substrate-free blank | activation factor at 20 µM | hit rate 0.34% among 190,000;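 active = activation factor of 2 or more at 20 µM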
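Test system: human PMI in coupled enzyme assay; Input: PMI at 15 ng/mL final; Medium: HEPES buffer, pH 7.4; Schedule: 20 min incubation at room temperature; Technique: resorufin fluorescence at Ex 544/Em 590 nm; Compound: 20 µM single dose; Probe or stimulus: Near-saturating mannose-6-phosphate, 1.0 mM.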
TNAP inh hi DEA – inhibitors of human TNAP at high phosphate acceptor concentration; P05186; purified TNAP, CDP-star luminescence, 1 M DEA; inhibition, % at 20 µM; hit rate 0.03% among 200,000;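 active = over 50% inhibition of tissue-nonspecific alkaline phosphatase at 20 µM in the single-dose screen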;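 note: plate controls were DMSO wells for no effect and EDTA-quenched wells as full inhibition for full effect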
Diaphorase act – diaphorase activation or chemical reduction counter-screen | Diaphorase/resazurin coupled assay, resorufin fluorescence, 16 min; hits give high values; 1 = vehicle wells, 0 = NADH-free wells | activation factor at 20 µM | hit rate 0.005% among 190,000 | AID 1229;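 active = diaphorase activity raised at least twofold by the compound at 20 µM; inactive = activation factor below 2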
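test system = bacterial diaphorase enzyme (C. kluyveri) | quantity = enzyme 0.07 U/mL final | reagent = NADH substrate 0.114 mM plus resazurin dye 0.1 mM, final | incubation = 16 min enzyme reaction, ambient temperature | buffer or medium = HEPES pH 7.4 buffer with MgCl2 and Tween 20 | signal = fluorescence of resorufin, 544 nm excitation, 590 nm emission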
TNAP inh noacc – TNAP (human) inhibition, acceptor-free conditions | AID 1012 | purified TNAP, CDP-star luminescence, 30 min | hit rate 0.26% among 200,000 | P05186 | inhibition, % at 20 µM;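 active = tissue-nonspecific alkaline phosphatase inhibition above about 50% at 20 µM in the single-dose screen, limit read from the data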;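 note: 0% = DMSO negative control and 100% = EDTA positive control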
FLuc stim CS – firefly luciferase counter-screen for stimulation assays. activation factor at 10 µM. ATPlite luciferase biochemical, luminescence, 10 min; 0 = ATP-free wells, 1 = DMSO control. 200,000 tested, under 10 active;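 active = luciferase activation factor, scaled between plate controls, of at least 2 with compound at 10 µM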
Target sequence (P08659 whole entry, looked up): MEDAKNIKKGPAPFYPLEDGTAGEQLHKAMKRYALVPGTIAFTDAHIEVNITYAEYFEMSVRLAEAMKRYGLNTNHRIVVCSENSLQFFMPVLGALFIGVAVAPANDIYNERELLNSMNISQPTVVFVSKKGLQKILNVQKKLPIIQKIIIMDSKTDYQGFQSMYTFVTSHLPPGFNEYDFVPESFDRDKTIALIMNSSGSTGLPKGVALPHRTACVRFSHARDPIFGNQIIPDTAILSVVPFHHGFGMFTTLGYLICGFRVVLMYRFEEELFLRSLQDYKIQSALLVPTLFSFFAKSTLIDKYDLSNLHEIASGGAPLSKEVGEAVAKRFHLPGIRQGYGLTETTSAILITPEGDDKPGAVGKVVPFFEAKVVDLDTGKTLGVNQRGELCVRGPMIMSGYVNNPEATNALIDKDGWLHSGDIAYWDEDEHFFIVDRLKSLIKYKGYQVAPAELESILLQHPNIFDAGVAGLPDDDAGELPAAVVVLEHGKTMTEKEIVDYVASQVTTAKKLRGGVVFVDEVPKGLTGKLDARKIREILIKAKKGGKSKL
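test system = cell-free luciferase reagent | medium = PBS as buffer for the ATP substrate | dosing = test compounds dosed from 2 mM stocks in 100% DMSO | incubation = 10 min at ambient temperature | detection = luminescence measurement of luciferase light output | benchmarks = low control with PBS replacing ATP, high control enzyme plus ATP without compound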
TNAP act hi DEA – increases human TNAP activity under high phosphate acceptor concentration. activation factor at 20 µM. purified TNAP, CDP-star luminescence, 1 M DEA, 30 min; hits give high values; 0 = EDTA background, 1 = DMSO-only activity. 200,000 tested, under 10 active;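 active = activation factor at least 2 at 20 µM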
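Control set: EDTA negative control, DMSO positive control / Assay system: human TNAP / Quantity: TNAP 1/800 final / Evaluation: TNAP activation factor scaled between EDTA and DMSO control wells / Measured by: luminescent substrate turnover signal / Compound dosing: one dose, 20 µM / Times: 30 min enzyme reaction at room temperature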
Efa HMGR inh – inhibitors of class II HMG-CoA reductase from Enterococcus faecalis; inhibition, % at 10 µM; AID 1066; purified E. faecalis HMGR, NADPH absorbance 340 nm kinetic; hit rate 0.41% among 190,000;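 active = inhibition above a set limit, the median over all tested compounds plus 3 SD, cut at about 9.5% in these data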;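 note: enzyme runs in reverse so mevalonate oxidation gives rising NADPH absorbance; 0% = complete reaction with DMSO and 100% = background rate lacking mevalonate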
Diaph inh CS – counter-screen for diaphorase-based assays: diaphorase inhibitors and chemical oxidizers | inhibition, % at 20 µM | hit rate 0.69% among 190,000 | diaphorase resazurin-to-resorufin fluorescence, NADH, 16 min; bacterial (C. kluyveri) enzyme, not human;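 active = primary screen inhibition at 20 µM above a set limit, cut at about 50% in these data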;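 note: plate controls were DMSO with full reaction for no effect and wells lacking NADH for full effect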
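Test system: bacterial diaphorase enzyme (C. kluyveri); Quantity: 0.14 U/mL diaphorase, enzyme working solution; Times: reaction incubation of 16 min at room temperature; Measured by: fluorescence of resorufin formed from resazurin, Ex 544/Em 590 nm; Benchmarks: positive control minus NADH, DMSO neutral control.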
G6PDH CS – L. mesenteroides G6PDH inhibition counter-screen | Purified L. mesenteroides G6PDH, diaphorase/resazurin coupled fluorescence, 45 min | inhibition, % at 5 µM | hit rate 0.12% among 200,000 | AID 1020; in the data active = inhibition above about 50%
* marks the source's active call; other numbers are inactive results; nt = not tested or not shown.

Values run as follows: PMI activator	PMI act hi M6P	TNAP inh hi DEA	Diaphorase act	TNAP inh noacc	FLuc stim CS	TNAP act hi DEA	Efa HMGR inh	Diaph inh CS	G6PDH CS
[1] C[N+]1(C2CCC3CCCC2C3O)CCCC1 (stereo not drawn)
  0.7	1	-3	1	-24	1	1	-6	5	1
[2] COc1ccc(CNC(=O)c2cnc3n(c2=O)CCS3)cc1
  1	1	-4	0.9	-6	1.1	1	3	6	-17
[3] COc1ccc2cc(-c3[nH]ncc3CN3CCCN(c4ccccc4)CC3)ccc2c1
  0.9	1	-5	1	-8	1.1	1	-5	-3	8
[4] COc1ccc(Nc2nc(N)nc(CN3CCN(c4ccccn4)CC3)n2)cc1
  0.9	1.1	-4	0.9	-9	1	1	-1	7	5
[5] O=C(O)/C=C/C(=O)Nc1ccc(NC(=O)c2ccccc2)c(Cl)c1
  1.2	1.1	-5	1	-3	1	1	-6	-1	2
[6] COCCNC(=O)CSc1nc2ccccc2c(=O)n1-c1cccc(OC)c1
  0.9	0.9	-2	0.8	-10	1.1	1	-3	15	-1
[7] Nc1ccccc1Nc1cc(-c2ccccc2)[nH]n1
  0.9	0.7	10	0.7	47	0.7	0.9	-3	27	0
[8] COc1ccc(CNC(=O)C(C#N)c2nc3ccccc3nc2N2CCCC2)cc1 (stereo not drawn)
  1.1	1.2	9	0.8	10	1	0.9	-9	16	0
[9] CC1CCN(S(=O)(=O)c2ccc(S(=O)(=O)NCc3ccco3)cc2)CC1
  1	1	-2	0.9	-8	1.1	1	-2	6	8
[10] CC(C)CNC(=S)Nc1ccc(F)cc1
  1	1.1	-7	0.9	-6	1	1.1	-10	10	5
[11] COc1cc(/C=C/c2nc(N)nc(-c3ccccc3O)n2)cc(OC)c1OC
  0.8	0.9	4	0.9	-3	1	1	-4	14	-21
[12] COc1ccc(-c2noc(=O)n2Cc2cc(C)ccc2C)cc1
  nt	nt	-1	nt	-4	1.1	1	7	nt	6
[13] Clc1ccc(Nc2nc3cccnc3s2)cc1
  1.1	1.1	-2	1	-5	1	1	-5	1	6
[14] C=CCn1c(-c2ccccc2)cc(SC)c(C#N)c1=O
  0.9	1	3	0.9	-13	1	1	-4	6	-2
[15] CCS(=O)(=O)NCc1cn2c(C)csc2n1
  1.1	1.1	-5	0.9	0	1.1	1	-3	9	-3
[16] CCCCOC(=O)Nc1ccc(N2CCCCC2)cc1
  1	0.9	-2	0.7	-10	0.6	1	-5	32	0
[17] C=CCNC(=O)CSc1nnc(-c2ccncc2)n1CCc1ccccc1
  1	1	-5	1	-11	1	1.1	-4	2	6
[18] Fc1ccccc1COc1ccc2ccccc2c1CNc1nn[nH]n1
  1.1	1	-4	1	6	1.1	1	-3	5	10
[19] Cc1ccc(S(=O)(=O)N/N=C\c2ccc3c(c2)OCO3)cc1
  0.9	0.9	-4	0.9	-5	1	1	-7	13	5
[20] O=C(CN(Cc1ccco1)C(=O)CNS(=O)(=O)c1ccc(F)cc1)NCCc1ccccc1
  1	1	-3	0.9	-1	1.1	1	-4	11	14
[21] CCN(CC)CCCNc1cc(C)nc2cc(-c3cccs3)nn12
  nt	nt	-4	nt	-20	1	1	-7	nt	6
[22] COc1ccc(NC(=S)NC2CCS(=O)(=O)C2)cc1 (stereo not drawn)
  1	1	-5	0.8	-16	1	1.1	-3	21	11
[23] CCOC(=O)CON1C(=O)c2ccccc2C1=O
  1	1	-3	0.9	-8	1	1	-1	12	9
[24] CCOC(=O)C1CCCN(Cc2cc(OC)c(O)c(OC)c2)C1 (stereo not drawn)
  0.8	0.8	0	0.8	-12	1.1	1	-5	22	-41
[25] N#C/C(=C/c1ccc(F)cc1)C(N)=S
  1.1	1	-3	1.2	-44	1.1	1	-6	-15	1
[26] CCOc1cc(/C=C2\C(=O)N(Cc3ccco3)C(C)=C2C(=O)OC)ccc1O
  0.7	0.3	36	0.6	39	1	0.6	-6	42	27
[27] Cc1cc(C)c(NC(=O)c2ccccc2CCc2ccccc2)c(C)c1
  1	1.1	-5	0.9	-14	1	1.1	-1	6	2
[28] Cc1cc(C(=O)CN2C(=O)NC3(CCCc4ccccc43)C2=O)c(C)n1Cc1ccco1 (stereo not drawn)
  0.8	0.9	0	0.8	-4	1	1	-7	19	-4
[29] COc1ccc(-n2c(C)nc3cc(C(=O)O)ccc32)cc1
  1	1	-4	0.9	-13	1	1	-2	6	-8
[30] Cc1cc(C)c2c(N)c(C(=O)C(C)(C)C)sc2n1
  1.2	1.2	-5	1.1	-63	1.1	1	-8	-9	4
[31] Cn1c(N)c(C(=O)c2cc(-c3ccccc3)nc3ccccc23)c(=O)n(C)c1=O
  1	1.1	-8	1	-5	0.6	1.1	1	0	8
[32] O=S(=O)(NCCc1ccccc1)c1cccc2nsnc12
  0.9	1	-5	0.8	-22	1.1	1	2	20	-3
[33] O=C1NC(=O)/C(=C\c2ccc(Cl)nc2)S1
  1	0.8	-3	0.8	-14	0.8	1	7	16	-2
[34] CC(C)C[C@H](NC(=O)C1(c2ccccc2)CCN(C(=O)[C@H]2CSCN2C(=O)OC(C)(C)C)CC1)C(=O)O
  1	1.1	1	0.9	-6	1.1	1	-8	6	-1
[35] Cc1cccc(NC(=S)NC2CC3CCCC(C2)N3Cc2ccco2)c1 (stereo not drawn)
  0.9	0.9	-9	0.9	-18	1.1	1.1	0	10	9
[36] COc1cc(/C=C/C(=O)c2ccc(NS(=O)(=O)c3ccc(C)cc3)cc2)cc(OC)c1O
  0.8	0.6	47	0.7	33	1	0.5	-4	29	-15
[37] CCOCC(=O)Nc1cccc(-c2nc3cccnc3s2)c1C
  0.9	0.9	-4	0.8	-10	0.9	1	0	23	6
[38] O=C(CN1CCC2(CC1)OCCO2)c1c[nH]c2ccccc12
  1	1	-7	0.9	-11	1	1.1	-2	8	1
[39] C/C(Cn1nnc2ccccc21)=N\OC(=O)c1ccccc1C
  1	1	-7	0.9	-11	1.1	1.1	-5	10	3
[40] Cc1ccc(C)c(SCC(=O)OC/C(O)=C(\C#N)c2nc3ccccc3[nH]2)c1
  1	0.8	-6	0.9	-10	1	1.1	-4	11	4
[41] COc1ccc(OC)c(NC(=O)c2cccnc2Sc2ccccc2)c1
  0.9	0.9	-4	0.9	3	1.1	1	-3	8	-2
[42] CCOC(=O)c1cc(-c2ccc3c(c2)OCCO3)n[nH]1
  1	1	-3	0.9	84*	0.4	1	-7	10	8
[43] Cc1ccc2c(C)nc(Nc3nc(CSc4nnnn4-c4ccccc4)cc(=O)[nH]3)nc2c1
  0.9	0.9	2	0.9	-38	1	1	-1	10	-57
[44] Cc1ccc(-c2nc3ncccc3o2)cc1NC(=O)c1cccs1
  0.9	0.9	-4	0.8	-10	1	1	-5	22	6
[45] CC(C)CC(=O)Nc1ccc(N2CCN(S(C)(=O)=O)CC2)cc1
  1	1	1	0.9	-3	1	1	-1	10	-5
[46] CCOC(=O)c1c(NC(=O)Cn2cnc3scc(-c4ccc(C)cc4)c3c2=O)sc(C)c1C
  0.8	1	3	0.9	-6	1	1	-2	6	4
[47] CCCCN1CC(C(=O)NC2CCCCC2)CC1=O (stereo not drawn)
  1.1	1.1	-6	1.1	2	1	1.1	0	-9	11
[48] CN(CC(=O)Nc1ccccc1Cl)C(=O)CSc1ncc(C(F)(F)F)cc1Cl
  0.9	1.1	2	0.8	3	1	1	-11	16	-5
[49] COc1ccc(-c2noc(CCC(=O)Nc3ccc4c(c3)OCCO4)n2)cc1
  1	1.1	0	0.9	-2	1	1	-2	13	8
[50] COc1ccccc1OCC(=O)NNC(=O)C(=O)N1CCCC1
  0.9	0.9	1	1	0	1	1	-8	1	-14
[51] CC(C)c1ccc2oc(-c3ccc(NC(=O)c4ncn[nH]4)cc3)nc2c1
  1	1	0	1	-7	0.6	1	2	-3	-54
[52] COc1ccc(NC(=O)CSc2nc3c(c(=O)[nH]2)CCC3)cc1OC
  0.9	0.9	3	1	-8	1	1	1	4	-16
[53] CCOC(=O)c1ccc(NC(=O)/C=C/c2cccs2)cc1
  0.8	0.9	-2	0.8	-5	0.9	1	-4	16	2
[54] Cc1ccc(NC(=O)CO/N=C/c2ccccc2C)c(C)c1
  1.2	1.1	-4	1	-3	1	1	-4	-2	5
[55] C/C(=N/OC(=O)c1ccc(C)cc1)c1cccs1
  1	1	3	0.9	-6	0	1	5	8	-4
[56] CCCCc1nnc(NC(=O)CSc2nc(O)c(-c3ccccc3)c(=O)[nH]2)s1
  1	1.1	-6	1.1	1	1	1.1	-5	-14	3
[57] O=C(CNS(=O)(=O)c1cccc(Cl)c1)Nc1ccc(-c2nc3ccccc3s2)cc1
  1	1	4	0.9	-9	0.9	1	0	11	-10
[58] O=C(Nc1cccnc1)/C(N=Nc1c(Cl)cccc1Cl)=C(\O)c1ccccc1
  1.1	1	-4	0.9	-3	1	1	-5	11	-2
[59] COc1ccc(OC)c(NC(=O)CSc2nnc(Cn3nnc4ccccc43)n2C)c1
  0.9	0.9	-4	0.9	-14	1.1	1	-7	13	-1
[60] COc1ccc(CC(=O)OCC(=O)c2ccc(OC)cc2)cc1
  1.1	1	0	1	-4	1	1	-5	3	3

(more compounds)
Values run as follows: PMI activator	PMI act hi M6P	TNAP inh hi DEA	Diaphorase act	TNAP inh noacc	FLuc stim CS	TNAP act hi DEA	Efa HMGR inh	Diaph inh CS	G6PDH CS
[61] Cc1ccc(-c2cc(C(=O)NCc3ccc4c(c3)OCO4)[nH]n2)c(O)c1C
  0.9	1	-11	0.9	-3	1.1	1.1	-23	13	5
[62] C/C(N)=C(/C#N)C(=O)COC(=O)c1cc2c(s1)CCCC2
  1	1	-2	0.9	-8	0.9	1	3	13	0
[63] Cc1ccc(O)c(-c2cc3ccccc3[nH]2)c1
  0.7	0.7	0	0.7	-6	1	1	-1	32	-10
[64] CCCNC(=O)CS(=O)Cc1nc(-c2ccc(OC)cc2)oc1C (stereo not drawn)
  1	1	-5	0.9	1	1.1	1	-3	14	2
[65] c1ccc2c(c1)CCN(c1ncnc3nc[nH]c13)C2
  0.9	1	-1	0.9	0	1.1	1	-5	14	-1
[66] Cc1c(NCc2nc3ccccc3[nH]2)c(=O)n(-c2ccccc2)n1C
  1	0.8	-1	0.8	-4	0.9	1	-7	17	2

This is a random part of the collection; overall some 1.7% were active at least once.
